Compound activity: PubChem, several laboratories
RPL19A TOR yeast: modulators of TOR pathway RPL19A-GFP in S. cerevisiae. S. cerevisiae RPL19A-GFP strain, flow cytometry, 3 h; active compounds read low. percent response vs DMSO, % at 10 µM. 330,000 tested, 0.3% active;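 active = percent response vs DMSO below 50%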;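 note: median channel GFP fluorescence of the barcoded RPL19A-GFP strain; ratio of sample median GFP to plate DMSO average so 100% = DMSO; lower means less RPL19A-GFP as with rapamycin TOR inhibition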
MEP2 TOR yeast: alters MEP2-GFP fluorescence in TOR pathway yeast screen. GFP response vs DMSO, % at 10 µM. 330,000 tested, 0.51% active. S. cerevisiae MEP2-GFP strain, flow cytometry GFP, 3 h; 100% = DMSO control level;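 active = GFP response versus DMSO above a set limit, roughly screen mean plus 3 SD, cut at about 180% in these data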;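 note: median GFP fluorescence of the barcode-gated MEP2-GFP cells per well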
VLA-4 inh: inhibition in a human VLA-4 binding assay; VLA-4 expressing cells, ligand binding flow cytometry; AID 2557; inhibition, % (about 7 µM as worked out from the volumes in the protocol); P13612; 330,000 tested, 0.2% active; in the data active = inhibition above about 50%
Target sequence (P13612 whole entry, looked up): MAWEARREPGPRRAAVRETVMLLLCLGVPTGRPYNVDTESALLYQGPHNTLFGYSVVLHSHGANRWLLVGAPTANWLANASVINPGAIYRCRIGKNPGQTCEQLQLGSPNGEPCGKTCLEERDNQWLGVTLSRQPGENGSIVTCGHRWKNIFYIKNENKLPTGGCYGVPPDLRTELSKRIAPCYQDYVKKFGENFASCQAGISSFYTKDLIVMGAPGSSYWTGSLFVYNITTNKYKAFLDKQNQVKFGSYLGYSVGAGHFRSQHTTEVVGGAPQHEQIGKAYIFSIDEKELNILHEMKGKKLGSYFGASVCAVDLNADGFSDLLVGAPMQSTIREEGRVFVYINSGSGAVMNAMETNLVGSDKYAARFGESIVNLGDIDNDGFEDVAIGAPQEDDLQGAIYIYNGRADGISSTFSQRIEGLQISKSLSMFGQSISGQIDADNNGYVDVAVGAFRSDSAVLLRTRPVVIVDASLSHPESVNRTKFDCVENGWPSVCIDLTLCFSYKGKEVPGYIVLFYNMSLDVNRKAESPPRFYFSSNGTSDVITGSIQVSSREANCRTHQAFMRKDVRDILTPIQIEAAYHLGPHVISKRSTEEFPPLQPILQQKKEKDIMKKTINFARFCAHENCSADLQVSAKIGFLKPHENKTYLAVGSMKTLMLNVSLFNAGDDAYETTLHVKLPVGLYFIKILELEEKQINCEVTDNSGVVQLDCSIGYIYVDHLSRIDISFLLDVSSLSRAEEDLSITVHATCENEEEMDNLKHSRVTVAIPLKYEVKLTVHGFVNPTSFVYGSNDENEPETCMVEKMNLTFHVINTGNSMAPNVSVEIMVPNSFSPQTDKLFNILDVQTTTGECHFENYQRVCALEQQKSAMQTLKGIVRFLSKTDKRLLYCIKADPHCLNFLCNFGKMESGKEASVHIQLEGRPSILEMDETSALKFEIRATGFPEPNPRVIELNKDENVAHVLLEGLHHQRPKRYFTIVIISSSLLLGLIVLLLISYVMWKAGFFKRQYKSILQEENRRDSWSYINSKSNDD
GASC-1 inh: inhibitors of human GASC-1 (JMJD2C) demethylase. GST-JMJD2C(1-420) H3K9me3 demethylation, DELFIA europium. inhibition, % at 2.35 µM. AID 2099. 330,000 tested, 0.069% active;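 active = more than half of a compound's replicate wells show inhibition beyond 50%, single wells judged on their own value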;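 note: signal counts dimethyl H3K9 product captured on neutravidin plate; 0% = median of DMSO wells and 100% = 0.3 times that DMSO median; strong numbers were not always called active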
CIT2-GFP yeast: yeast TOR pathway CIT2-GFP modulation; GFP response vs DMSO, % at 10 µM; 320,000 tested, 0.065% active; AID 2029; S. cerevisiae CIT2-GFP strain, flow cytometry, 3 h; 100 means same as DMSO wells;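 active = GFP response relative to DMSO above a set limit, near the screen mean plus 3 SD, cut at about 150% in these data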;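 note: ratio of well median GFP fluorescence to mean of DMSO wells on the plate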
LAP4-GFP MLPCN: modulators of TOR pathway LAP4-GFP in S. cerevisiae | S. cerevisiae LAP4-GFP multiplex, flow cytometry GFP, 3 h; median GFP as percent of DMSO wells | GFP response vs DMSO, % at 10 µM | 320,000 tested, 0.34% active;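 active = GFP response vs DMSO above a set limit, about the screen mean plus 3 SD, cut at about 150% in these data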
GRK2 inh: blocks RNA aptamer binding to human GRK2; AID 488847; inhibition of aptamer binding, % at 10 µM; bead flow cytometry, FAM-aptamer displacement from GRK2; 330,000 tested, 0.59% active; P25098;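 active = inhibition of aptamer binding above 40%, roughly 3 SD of noise, on plates passing a quality check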;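 note: median bead fluorescence of bound FAM aptamer so fluorescent compounds give negative values; no value below 0 was filed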
AGP1 TOR yeast: yeast TOR pathway AGP1-GFP modulation. S. cerevisiae AGP1-GFP multiplex flow cytometry, 3 h; GFP as percent of DMSO wells. GFP response vs DMSO, % at 10 µM. 320,000 tested, 0.02% active;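 active = GFP response relative to DMSO above a set limit, near screen average plus 3 SD, cut at about 150% in these data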;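 note: median GFP channel fluorescence of the gated AGP1 strain per well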
The depositor's hits bear a star; x = no result given.

no.	RPL19A TOR yeast	MEP2 TOR yeast	VLA-4 inh	GASC-1 inh	CIT2-GFP yeast	LAP4-GFP MLPCN	GRK2 inh	AGP1 TOR yeast	compound
1	98	99	16	11	96	90	3	89	O=C(NCCCc1ccccc1)Nc1ccccc1
2	94	95	-2	-3	92	89	3	96	N#CCOc1nc(N2CCOCC2)nc(N2CCOCC2)n1
3	101	102	22	0	98	96	0	100	COc1cc2c(cc1OC)C(c1ccccc1C(F)(F)F)CC(=O)N2 (centres undefined)
4	98	101	-5	8	104	89	0	96	CCOC(=O)C1CCCN(C(=O)COC(=O)c2cccs2)C1 (centres undefined)
5	104	101	11	11	112	97	0	114	CN(C)S(=O)(=O)c1ccc(NC=O)cc1
6	105	101	4	-3	94	88	2	89	O=C(Nc1ccc(OC(F)(F)F)cc1)c1cnccn1
7	99	98	14	-8	94	91	4	95	COc1ccc(C2CC(=O)NC3=C2C(=O)CCC3)cc1Cl (centres undefined)
8	112	106	-4	30	91	100	5	107	O=C(COC(=O)c1cnccn1)NCCc1ccc(Cl)cc1Cl
9	97	112	5	4	104	100	0	99	C/C(=N\NC(=O)c1nnn(-c2nonc2N)c1CSc1ccccc1)c1ccco1
10	99	104	19	-19	97	96	1	99	Cc1ccc(C(=O)N2CCN(CCNC(=O)C(=O)NCc3ccc(Cl)cc3)CC2)cc1

no.	RPL19A TOR yeast	MEP2 TOR yeast	VLA-4 inh	GASC-1 inh	CIT2-GFP yeast	LAP4-GFP MLPCN	GRK2 inh	AGP1 TOR yeast	compound
11	104	111	-3	-8	96	110	0	98	CC(NC(=O)c1ccnn1C)C1CCCO1 (centres undefined)
12	97	102	28	1	106	100	6	104	Cc1ccc(-n2nccc2-c2nn(-c3cccc(C(F)(F)F)c3)c(=O)n(C)c2=O)cc1
13	93	93	7	-3	104	91	4	98	O=C(CCN1C(=O)C2CC=C(Cl)CC2C1=O)NC1CCCCC1 (centres undefined)
14	96	105	-4	15	77	113	5	99	Cc1ccccc1S(=O)(=O)NC1OC(=O)C(Oc2ccccc2)=C1Br (centres undefined)
15	102	98	13	11	100	92	2	98	COC(=O)Cc1c(C)c2ccc(OCC(=O)NC3CCS(=O)(=O)C3)cc2oc1=O (centres undefined)
16	106	94	3	3	x	x	0	x	COC(=O)c1cc(=O)n(-c2c(Cl)cc(C(F)(F)F)cc2Cl)[nH]1
17	103	102	6	-25	110	113	0	107	COc1cc(NS(=O)(=O)c2ccc(NC(=S)NC(=O)COc3ccccc3OC)cc2)nc(OC)n1
18	100	101	2	-5	105	89	2	99	CCOC(=O)C(CC)Sc1nnc2n1C(C)(C)Cc1ccccc1-2 (centres undefined)
19	95	103	10	12	77	118	3	98	Cc1cc(C)cc(NC(=O)COC(=O)CN=C2NS(=O)(=O)c3ccccc32)c1
20	106	101	4	0	115	107	0	109	Cc1ccccc1OCCN1CCC(Cc2ccccc2)CC1

Some of the entries above in a different format:
cpd	Structure	RPL19A TOR yeast	MEP2 TOR yeast	VLA-4 inh	GASC-1 inh	CIT2-GFP yeast	LAP4-GFP MLPCN	GRK2 inh	AGP1 TOR yeast
1	O=C(NCCCc1ccccc1)Nc1ccccc1	98	99	16	11	96	90	3	89
2	N#CCOc1nc(N2CCOCC2)nc(N2CCOCC2)n1	94	95	-2	-3	92	89	3	96
3	COc1cc2c(cc1OC)C(c1ccccc1C(F)(F)F)CC(=O)N2 (centres undefined)	101	102	22	0	98	96	0	100
4	CCOC(=O)C1CCCN(C(=O)COC(=O)c2cccs2)C1 (centres undefined)	98	101	-5	8	104	89	0	96
5	CN(C)S(=O)(=O)c1ccc(NC=O)cc1	104	101	11	11	112	97	0	114
6	O=C(Nc1ccc(OC(F)(F)F)cc1)c1cnccn1	105	101	4	-3	94	88	2	89
7	COc1ccc(C2CC(=O)NC3=C2C(=O)CCC3)cc1Cl (centres undefined)	99	98	14	-8	94	91	4	95
8	O=C(COC(=O)c1cnccn1)NCCc1ccc(Cl)cc1Cl	112	106	-4	30	91	100	5	107
9	C/C(=N\NC(=O)c1nnn(-c2nonc2N)c1CSc1ccccc1)c1ccco1	97	112	5	4	104	100	0	99
10	Cc1ccc(C(=O)N2CCN(CCNC(=O)C(=O)NCc3ccc(Cl)cc3)CC2)cc1	99	104	19	-19	97	96	1	99
11	CC(NC(=O)c1ccnn1C)C1CCCO1 (centres undefined)	104	111	-3	-8	96	110	0	98
12	Cc1ccc(-n2nccc2-c2nn(-c3cccc(C(F)(F)F)c3)c(=O)n(C)c2=O)cc1	97	102	28	1	106	100	6	104
13	O=C(CCN1C(=O)C2CC=C(Cl)CC2C1=O)NC1CCCCC1 (centres undefined)	93	93	7	-3	104	91	4	98
14	Cc1ccccc1S(=O)(=O)NC1OC(=O)C(Oc2ccccc2)=C1Br (centres undefined)	96	105	-4	15	77	113	5	99
15	COC(=O)Cc1c(C)c2ccc(OCC(=O)NC3CCS(=O)(=O)C3)cc2oc1=O (centres undefined)	102	98	13	11	100	92	2	98
16	COC(=O)c1cc(=O)n(-c2c(Cl)cc(C(F)(F)F)cc2Cl)[nH]1	106	94	3	3	x	x	0	x
17	COc1cc(NS(=O)(=O)c2ccc(NC(=S)NC(=O)COc3ccccc3OC)cc2)nc(OC)n1	103	102	6	-25	110	113	0	107
18	CCOC(=O)C(CC)Sc1nnc2n1C(C)(C)Cc1ccccc1-2 (centres undefined)	100	101	2	-5	105	89	2	99

Following part.
no.	RPL19A TOR yeast	MEP2 TOR yeast	VLA-4 inh	GASC-1 inh	CIT2-GFP yeast	LAP4-GFP MLPCN	GRK2 inh	AGP1 TOR yeast	compound
21	102	100	-6	3	98	86	3	95	COC(=O)c1ccccc1NS(=O)(=O)c1ccc2[nH]c(=O)[nH]c2c1
22	104	98	2	6	114	119	0	111	CCOC(=O)C1CCN(C(=O)c2cccc(NC3=NC4CS(=O)(=O)CC4S3)c2)CC1 (centres undefined)
23	98	105	-1	11	105	107	0	107	CCOc1ccc(C(=O)CCNC(Cc2cnc[nH]2)C(=O)O)cc1 (centres undefined)
24	97	109	0	-17	90	101	1	91	O=C(COC(=O)C1COc2ccccc2O1)NC1CCCCC1 (centres undefined)
25	101	99	1	-4	99	108	3	92	COc1ccc2nc(SCC(=O)N3CCN(c4ccc(F)cc4)CC3)c(C#N)cc2c1
26	105	97	3	-9	100	87	0	100	COc1ccc(OC)c(NC(=O)CCN2C(=O)c3cccc([N+](=O)[O-])c3C2=O)c1
27	98	103	14	-8	102	102	0	104	Cc1ccc2nc(NC(=O)CN3CCOCC3)sc2c1
28	110	111	8	0	112	107	2	113	COc1ccc(-c2cc(-c3ccccc3)nc(=O)[nH]2)cc1
29	103	98	9	1	99	104	5	105	COc1ccc(/C=C/C(=O)O)cc1S(=O)(=O)N1CCC(Cc2ccccc2)CC1
30	105	112	10	6	117	118	0	115	Cc1cc(C)n(NC(=S)NC2CCCC2)c(=O)c1C#N
31	100	101	25	-3	101	90	0	94	O=C(CN1CCN(Cc2ccccc2)CC1)Nc1ccc(Br)cc1

The order is random (roughly 1.7% active in at least one column).
